# Screening results (PubChem)
# N370S GC: N370S glucocerebrosidase modulation, Gaucher chaperone candidate; P04062; N370S GC spleen homogenate, 4MU-glucoside fluorescence; Potency, µM (doses to about 59.4 µM), for inactives: top-dose activity change, negative = inhibition, most hits filed as inhibitors; 0.092% of 330,000 active; AID 2101;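 further: 0% = full enzyme activity and -100% = no enzyme basal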
# TDP1 inh: inhibitors of human tyrosyl-DNA phosphodiesterase TDP1; recombinant TDP1, AlphaScreen DNA substrate cleavage; 0.28% of 350,000 active; AID 485290; Potency, µM (doses to about 130 µM), for inactives: at the top dose activity change, negative = inhibition, most hits filed as inhibitors; further: nearly all actives have a fitted effect of over 40% in size
# Target sequence (Q9NUW8 whole entry, looked up): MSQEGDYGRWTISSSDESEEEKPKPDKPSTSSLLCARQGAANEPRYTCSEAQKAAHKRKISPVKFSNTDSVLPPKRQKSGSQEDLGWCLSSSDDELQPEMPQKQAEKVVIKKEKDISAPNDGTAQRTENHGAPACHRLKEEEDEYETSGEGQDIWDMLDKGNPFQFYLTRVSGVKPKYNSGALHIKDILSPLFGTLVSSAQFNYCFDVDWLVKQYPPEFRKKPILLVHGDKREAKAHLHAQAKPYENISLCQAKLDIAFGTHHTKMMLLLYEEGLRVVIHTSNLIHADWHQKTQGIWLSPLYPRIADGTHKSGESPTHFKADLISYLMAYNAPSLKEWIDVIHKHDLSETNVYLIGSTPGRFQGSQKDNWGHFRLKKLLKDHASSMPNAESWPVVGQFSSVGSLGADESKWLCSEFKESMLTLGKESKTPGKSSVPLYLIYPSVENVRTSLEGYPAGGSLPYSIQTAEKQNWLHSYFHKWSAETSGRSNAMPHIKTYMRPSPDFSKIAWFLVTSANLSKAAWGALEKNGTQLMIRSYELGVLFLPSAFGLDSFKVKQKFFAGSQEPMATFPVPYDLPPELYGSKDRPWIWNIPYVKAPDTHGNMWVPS
#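 Enzyme-compound mixtures sat 15 min at room temperature, followed by a 5 min reaction with 15 nM final substrate and 10 min with AlphaScreen beads. Recombinant human Tdp1 was used at 1 nM final.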
# TDP1 cell noCPT: qHTS for Inhibitors of human tyrosyl-DNA phosphodiesterase 1 (TDP1): qHTS in cells in absence of CPT. Potency, µM (doses to about 46.2 µM), inactives show top-dose activity change, negative = growth inhibition, most hits filed as inhibitors. 15% of 420,000 active. DT40 Tdp1-/- hTDP1 cells, no CPT, ATP luminescence, 48 h. AID 686978, 2013; further: nearly all actives have a fitted effect of over 55% in size
#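 Stably hTDP1-transfected Tdp1-null chicken DT40 cells were treated with library compounds minus camptothecin and grown for at least 48 hr at 37 °C, after which cellular ATP was quantified by luminescence.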
# The depositor's hits bear a star; ? = inconclusive; . = no result given; & = joins results of further samples; [ ] = dose if it differs, or a comment. The call rests on the fitted dose curve; in most records, active means well fitted curve in the direction sought with a large enough effect; inconclusive means small, poorly fitted or top-dose-only effect, or another doubt; inactive means no such curve, though single readings can be large; an effect the other way counts as inactive or inconclusive. Unless noted, on the % scale 0 is the no-effect control and ±100 the full control effect; potency means the concentration at half of the fitted maximal effect. A portion of the library; the hit share may differ from the screen's.
(1) Nn1c(=O)[nH]c2ccccc2c1=O
(2) COC(=O)[C@H](Cc1ccccc1)NC(=O)N1CCN(c2ccccc2)CC1
(3) CCn1c(=O)cc(SCC(=O)NCc2ccc3c(c2)OCO3)c2ccccc21
(4) Cc1ccsc1/C=C(\C#N)C(=O)NCc1cccnc1
(5) O=C(CN(Cc1ccco1)C(=O)c1ccc(F)cc1)Nc1ccccc1Br
(6) CCCC(=O)N(CCN(Cc1ccccc1)C(=O)CCC)Cc1ccccc1
(7) CCOC(=O)CCC(=O)N1CCOCCOCCOCC1
(8) CN(Cc1ccccc1)C(=O)c1[nH]cnc1C(=O)NCC(=O)OCc1ccccc1
(9) O=C(Nc1nc2c(F)cc(F)cc2s1)C1CC1
(10) O=C(c1ccccc1)n1c(=S)nc2ccccn21

compound no.	1	2	3	4	5	6	7	8	9	10
N370S GC	7%	4%	-3%	-1%	.	-20%	6%	-4%	0%	-6%
TDP1 inh	6%	.	4%	5%	2%	4%	5%	.	.	4%
TDP1 cell noCPT	3%	-10%	-1%	5%	-28%	23µM*	5%	-20%	?	?

(11) Cc1cnc([N+](=O)[O-])n1CCOC(=O)NC(=O)c1ccccc1
(12) O=C(NCc1ccco1)c1nc2c(nnn2Cc2ccccc2Cl)c(=O)[nH]1
(13) Cc1ccc(NC2=Nc3ccccc3N3C2=Nc2c(c(C)nn2-c2ccccc2)C3c2ccc(O)c(O)c2)cc1 (stereo not drawn)
(14) O=C(C1=C[C@H](C2CCCCC2)C[C@H](OCCCCO)O1)N1CCN(Cc2ccccc2)CC1
(15) Cc1ccc(CNC(=O)C(C)OC(=O)c2cccs2)cc1 (stereo not drawn)
(16) CC(=O)N1CCCc2cc(S(=O)(=O)NCc3cccc(C)c3)ccc21
(17) CCOC(=O)C1C(=O)OC(C)(C)C1C(C)C(=O)c1ccc(C)cc1 (stereo not drawn)
(18) O=C1CN(C(=O)CN2CCOCC2)C(c2ccccc2)c2cc(Br)ccc2N1 (stereo not drawn)
(19) COc1ccc(N(C(=O)C2CCCCC2)S(=O)(=O)c2cccc3cccnc23)cc1
(20) Cn1cc(C(=O)N2CCN(c3ccccc3)CC2)c(=O)c2cc(S(=O)(=O)N3CCCC3)ccc21

compound no.	11	12	13	14	15	16	17	18	19	20
N370S GC	-5%	9%	.	6%	4%	.	-4%	1%	13%	27%
TDP1 inh	2%	8%[56.1 µM]	-3%	3%	-5%	5%	5%	-1%	3%	4%&-2%
TDP1 cell noCPT	4%	?	?	?	-2%	21µM*	-20%	-13%	-24%	-28%&-8%

# Exported as labelled records: part of the list above
[17] CCOC(=O)C1C(=O)OC(C)(C)C1C(C)C(=O)c1ccc(C)cc1 (stereo not drawn)
  N370S GC: -4%
  TDP1 inh: 5%
  TDP1 cell noCPT: -20%
[18] O=C1CN(C(=O)CN2CCOCC2)C(c2ccccc2)c2cc(Br)ccc2N1 (stereo not drawn)
  N370S GC: 1%
  TDP1 inh: -1%
  TDP1 cell noCPT: -13%
[19] COc1ccc(N(C(=O)C2CCCCC2)S(=O)(=O)c2cccc3cccnc23)cc1
  N370S GC: 13%
  TDP1 inh: 3%
  TDP1 cell noCPT: -24%
[20] Cn1cc(C(=O)N2CCN(c3ccccc3)CC2)c(=O)c2cc(S(=O)(=O)N3CCCC3)ccc21
  N370S GC: 27%
  TDP1 inh: 4%&-2%
  TDP1 cell noCPT: -28%&-8%

# Back to the main list, repeating the 3 entries before the break.
(18) O=C1CN(C(=O)CN2CCOCC2)C(c2ccccc2)c2cc(Br)ccc2N1 (stereo not drawn)
(19) COc1ccc(N(C(=O)C2CCCCC2)S(=O)(=O)c2cccc3cccnc23)cc1
(20) Cn1cc(C(=O)N2CCN(c3ccccc3)CC2)c(=O)c2cc(S(=O)(=O)N3CCCC3)ccc21
(21) Cc1ccc(S(=O)(=O)N2CCN(C(=O)c3cc4c(C)nn(-c5ccccc5C)c4s3)CC2)cc1
(22) CCc1nn(CC(=O)N2CCN(c3ccc(F)cc3)CC2)c(=O)c2cc3occc3n12
(23) N#Cc1ccc(-c2ccc(OCC(O)CN3CCOCC3)cc2)cc1 (stereo not drawn)
(24) O=C(Nc1nc(-c2ccccn2)cs1)c1cc(Cl)ccc1[N+](=O)[O-]
(25) CC(C)(C)Nc1oc(-c2ccccc2)nc1-c1ccc(C(F)(F)F)cc1
(26) Cc1ccc(-n2c3nc(=O)n(C)c(=O)c-3cc3c(Cl)cccc32)c(C)c1
(27) O=C(COC(=O)CNC(=O)c1cccs1)Nc1ccc(C(F)(F)F)cc1[N+](=O)[O-]
(28) CCS(=O)(=O)N1CCN(c2cnn(-c3ccccc3)c(=O)c2Cl)CC1
(29) Cc1ccc(NC(=O)c2ccc([N+](=O)[O-])s2)cc1S(=O)(=O)N1CCOCC1
(30) CCCCCCCCCCCCCCCCn1cc[n+](C)c1

compound no.	18	19	20	21	22	23	24	25	26	27	28	29	30
N370S GC	1%	13%	27%	.	1%	-4%	6%	-1%	.	-3%	7%	.	-6%&-2%
TDP1 inh	-1%	3%	4%&-2%	1%	2%	0%	12%	4%	0%	2%	4%	-1%	1%&5%
TDP1 cell noCPT	-13%	-24%	-28%&-8%	?	1%	-39%	1.5µM*	.	?	-23%	-13%	16µM*	0.46µM*

# 4 compounds drawn at random from those above, as already listed:
(27) O=C(COC(=O)CNC(=O)c1cccs1)Nc1ccc(C(F)(F)F)cc1[N+](=O)[O-]
(23) N#Cc1ccc(-c2ccc(OCC(O)CN3CCOCC3)cc2)cc1 (stereo not drawn)
(22) CCc1nn(CC(=O)N2CCN(c3ccc(F)cc3)CC2)c(=O)c2cc3occc3n12
(25) CC(C)(C)Nc1oc(-c2ccccc2)nc1-c1ccc(C(F)(F)F)cc1

compound no.	27	23	22	25
N370S GC	-3%	-4%	1%	-1%
TDP1 inh	2%	0%	2%	4%
TDP1 cell noCPT	-23%	-39%	1%	.

# Further entries.
(31) Cc1ccc(-n2nnnc2SCC(=O)c2cc(C)n(CC3CCCO3)c2C)cc1 (stereo not drawn)
(32) O=C(CCc1ccccc1F)N1CCN(c2ccc(C(F)(F)F)cn2)CC1
(33) CCC(C(=O)Nc1cc(F)ccc1F)n1nc(C)c2c(C)n(-c3ccc(C)cc3)nc2c1=O (stereo not drawn)
(34) COC(=O)c1ccccc1NC(=O)C(C)c1ccc([N+](=O)[O-])cc1 (stereo not drawn)
(35) CCCCn1c(N)c(N(CC(C)C)C(=O)COC(=O)C2(c3ccccc3)CC2)c(=O)[nH]c1=O
(36) Cc1ccc(C)c(Cc2c(C)nc3c(C(=O)N4CCOCC4)cnn3c2C)c1
(37) O=C(Nc1ccc(Cl)cc1N1CCOCC1)C1CC1
(38) CSCCC(NC(=O)c1ccccc1Cl)C(=O)NCC(c1cccs1)N(C)C (stereo not drawn)
(39) COc1ccc(NC(=O)c2c(C)oc3ccc(O)c(CN4CCCC(C)C4)c23)cc1 (stereo not drawn)
(40) CCOc1ncccc1C(=O)OCC(=O)c1cc(OC)c(OC)c(OC)c1

compound no.	31	32	33	34	35	36	37	38	39	40
N370S GC	13%	3%	8%	15%	-23%	8%	-9%	5%	.	-5%
TDP1 inh	-6%	0%	3%&6%	0%	.	8%	1%	0%	2%	1%
TDP1 cell noCPT	-20%	-11%	16µM*	-12%	-2%	22µM*	-5%	-3%	?	3%

(41) CCC(=O)OCCCCCCOc1ccc(C(=O)O)cc1
(42) COc1ccc(-c2cc(C(F)(F)F)n3nc(C(=O)N4CCCCC4)cc3n2)cc1
(43) CCOC(=O)N1CCN(C(=O)/C(=C/c2ccc(N(C)C)cc2)NC(=O)c2ccccc2)CC1
(44) [O-][N+]1=c2ccc(Nc3ccccc3)cc2=NC12CCCCC2
(45) O=C(NCc1ccc(Cl)cc1)C1CCC(=O)N(C2CC2)C1 (stereo not drawn)
(46) Cc1cc(/C=N/n2cnnc2)c(C)n1-c1ccc(OCc2ccc(Cl)cc2)cc1
(47) CCOC(=O)N1CCN(C(=O)C(C)N(c2ccc(Oc3ccccc3)cc2)S(C)(=O)=O)CC1 (stereo not drawn)
(48) O=C1[C@H]2[C@H]3[C@H](O)[C@H](O)C/C(=N/OCc4ccccc4)[C@@H]3CC[C@@H]2C(=O)N1C1CCCCC1
(49) CCc1cc2c(=O)[nH]c(Cc3ccccc3)nc2s1
(50) O=C(COC(=O)c1cnccn1)Nc1cccc(F)c1

compound no.	41	42	43	44	45	46	47	48	49	50
N370S GC	-11%	-16%	.	-3%	-3%	-2%	-4%	-25%[12.8 µM]	.	.
TDP1 inh	1%	-3%	3%	10%	-2%	15%	3%	4%[21 µM]	1%	2%
TDP1 cell noCPT	1%	23µM*	-20%	4.1µM*	-8%	3.3µM*	13µM*	.	?	-2%

(51) Cc1cc(C)cc(Oc2c(C(F)(F)F)oc3c(CN4CCCC(C)C4)c(O)ccc3c2=O)c1 (stereo not drawn)
(52) COc1nc(OC)nc(N2CCC(NC(=O)C(Cc3ccc(C(C)C)cc3)NC(C)=O)CC2)n1 (stereo not drawn)
(53) COc1cccc(N2C(=O)c3cccnc3C2O)c1 (stereo not drawn)
(54) COc1ccc(OC)c(NC(=O)C2C3CCC(C3=C(C)C)C2C(=O)O)c1 (stereo not drawn)
(55) Cc1cccc(NC(=O)CSc2nncn2-c2ccccn2)c1
(56) CC(=O)/C(=C\Nc1ccc(OCc2ccccc2)cc1)c1ccccc1
(57) O=C(N/N=C/c1ccc(COc2ccc(Br)cc2)o1)c1ccc2c(c1)OCO2
(58) O=C1CCN(CCc2ccccc2)CCN1CCSc1ccccc1
(59) Oc1ccc(-c2ccccc2)cc1CN1CCCCCC1
(60) O=C(N/N=C/c1ccoc1)c1cc(O)cc(O)c1

compound no.	51	52	53	54	55	56	57	58	59	60
N370S GC	.	9%	-3%	1%	1%	-1%	-9%	-9%	-11%	-3%
TDP1 inh	-2%	-11%	.	5%	2%	0%	7%	.	.	2.8µM*
TDP1 cell noCPT	5%	-9%	?	-15%	1%	29µM*	?	?	18µM*	-13%

(61) CC(C)Oc1ccc2c3c(c(=O)oc2c1)CCC3
(62) CCN(CC)C(=O)Cn1c(SCC(=O)Nc2ccc(C)c(C)c2)nc2ccccc21
(63) COC(=O)COc1ccc2c(c1)O/C(=C\c1ccco1)C2=O
(64) CC(C)(C)NC(=O)c1cccc2c1-c1ccccc1C2=O
(65) CC(C)C(=O)Nc1nnc(SCC(=O)N2C(C)CCCC2C)s1 (stereo not drawn)
(66) Cc1cc(=O)oc2c3c(cc(OCC(=O)NCCCn4ccnc4)c12)OC(C)(C)CC3
(67) O=C1/C(=C/c2cccc(F)c2)CSc2sccc21
(68) CC(=O)c1c(C)[nH]c(-c2ccccc2)nc1=S
(69) CN1N=C(C(=O)NC2CCCc3c2cnn3-c2ccc(F)cc2F)CCC1=O (stereo not drawn)
(70) COC(=O)c1c(C)[nH]c(C(=O)/C=C/c2ccc(C)cc2)c1C

compound no.	61	62	63	64	65	66	67	68	69	70
N370S GC	13%	.	9%	-4%	-5%	?	8%	1%	-14%	1%
TDP1 inh	2%	9%	.	.	0%	.	-1%	2%	5%[56.1 µM]	5%
TDP1 cell noCPT	-8%	?	-2%	-23%	-20%	?	?	?	-28%	-3%

(71) CCc1ccc(NC(=O)C(C)Sc2nnc(CN3CCCC3)o2)cc1 (stereo not drawn)
(72) Cc1cc(=S)[nH]c(=S)[nH]1
(73) Cc1nc2cnc(Oc3cccc(Cl)c3)nc2n(C[C@H]2CCCO2)c1=O
(74) O=c1c2sc3ccccc3c2n(Cc2ccccc2Cl)c(=O)n1Cc1ccccc1
(75) O=C(c1cccc(S(=O)(=O)Nc2cccc(C(F)(F)F)c2)c1)N1CCCCC1
(76) Cc1ccc(NC(=O)/C(=C\c2cccs2)NC(=O)c2ccccc2)cc1
(77) CCc1noc(C)c1C(=O)N1CCN(S(=O)(=O)c2ccc(C(C)=O)cc2)CC1
(78) Clc1ccc2[nH]cc(-c3nnnn3-c3ccc4ccccc4c3)c2c1
(79) CC(C)n1c(N2CCN(CC(=O)Nc3ccc4c(c3)OCCO4)CC2)nc2ccccc21

compound no.	71	72	73	74	75	76	77	78	79
N370S GC	.	-29%	-3%	.	6%	-9%	-11%	19%	?
TDP1 inh	-1%[56.1 µM]	3%	.	0%	-5%	2%	2%[0.505 µM]	-1%	4%
TDP1 cell noCPT	5%	23%	?	-23%	1%	-22%	-1%	?	?
